LYPLA2 inh = counter-screen for PME1 inhibitors: inhibitors of human LYPLA2; O95372; recombinant LYPLA2, FP-Rh probe fluorescence polarization; inhibition, % at 5.9 µM; actives 0.38% (n = 320,000); AID 2177;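 active = inhibition above the screen-wide mean plus 3 SD, limit set per campaign, cut at about 26% in these data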;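 note: 0% = LYPLA2 with DMSO and 100% = wells lacking LYPLA2 enzyme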
PAFAH2 FP inh = inhibitors of human PAFAH2; Q99487; recombinant PAFAH2, FP-rhodamine activity probe, fluorescence polarization; inhibition, % at 3.39 µM; actives 0.99% (n = 340,000); AID 492956;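 active = inhibition above the mean over all tested compounds plus 3 SD, cut at about 30% in these data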;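 note: inhibitors block probe labeling of enzyme so polarization drops; 0% = enzyme with DMSO and 100% = wells lacking PAFAH2 protein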
pPAFAH FP inh = inhibitors of human plasma PAF acetylhydrolase (pPAFAH); inhibition, % at 3.39 µM; recombinant pPAFAH, FP-rhodamine probe fluorescence polarization; Q13093; actives 1.5% (n = 330,000);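 active = inhibition above the mean inhibition across the screen plus 3 SD, cut at about 25% in these data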;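 note: inhibitors block binding of the rhodamine activity-based probe so polarization drops; 0% = enzyme with DMSO and 100% = wells lacking pPAFAH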
Target sequence (Q13093 whole entry, looked up): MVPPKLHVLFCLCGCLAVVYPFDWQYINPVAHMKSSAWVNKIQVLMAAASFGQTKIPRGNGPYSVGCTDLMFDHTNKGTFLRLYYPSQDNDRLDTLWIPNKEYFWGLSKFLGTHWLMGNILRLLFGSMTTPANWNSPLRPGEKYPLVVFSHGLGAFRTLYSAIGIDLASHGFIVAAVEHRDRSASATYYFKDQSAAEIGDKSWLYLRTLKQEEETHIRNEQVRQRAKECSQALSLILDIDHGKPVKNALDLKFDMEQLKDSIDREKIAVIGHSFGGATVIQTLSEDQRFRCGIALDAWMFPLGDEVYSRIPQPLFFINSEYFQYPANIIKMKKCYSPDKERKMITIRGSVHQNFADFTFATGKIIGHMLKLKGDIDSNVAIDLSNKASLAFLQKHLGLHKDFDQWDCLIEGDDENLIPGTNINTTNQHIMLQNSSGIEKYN
EBNA-1 inh = blocks EBNA-1 binding to DNA; EBNA-1 DNA binding, fluorescence polarization; inhibition, % at 14.8 µM; actives 0.34% (n = 300,000); in the data active = inhibition above about 28%
PREPL inhibitor = human PREPL enzyme inhibition; AID 2751; Q4J6C6; recombinant PREPL, fluorescence polarization activity-based probe; inhibition, % at 5.96 µM; actives 0.68% (n = 320,000); in the data active = inhibition above about 43%;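 note: 0% = enzyme with DMSO and 100% = wells lacking enzyme; many of its hits are not listed in these tables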
PAFAH1B2 FP inh = blocks human PAF acetylhydrolase 1b catalytic subunit 2; recombinant PAFAH1B2, FP-rhodamine activity probe, fluorescence polarization; inhibition, % at 3.39 µM; actives 1.2% (n = 340,000);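 active = inhibition above the mean of all tested compounds plus 3 SD, cut at about 24% in these data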;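 note: 0% = enzyme with DMSO and 100% = wells lacking PAFAH1B2; many of its hits are not listed in these tables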
LYPLA1 counter = blocks human lysophospholipase 1, a PME1 counter-screen; recombinant LYPLA1, FP-Rh probe fluorescence polarization; inhibition, % at 5.9 µM; actives 0.16% (n = 320,000);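 active = inhibition above the mean of all tested compounds plus 3 SD, set per campaign, cut at about 14% in these data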;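 note: inhibitors block serine hydrolase probe labeling of LYPLA1 so polarization falls; 0% = enzyme with DMSO and 100% = wells lacking LYPLA1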
Target sequence (O75608 whole entry, looked up): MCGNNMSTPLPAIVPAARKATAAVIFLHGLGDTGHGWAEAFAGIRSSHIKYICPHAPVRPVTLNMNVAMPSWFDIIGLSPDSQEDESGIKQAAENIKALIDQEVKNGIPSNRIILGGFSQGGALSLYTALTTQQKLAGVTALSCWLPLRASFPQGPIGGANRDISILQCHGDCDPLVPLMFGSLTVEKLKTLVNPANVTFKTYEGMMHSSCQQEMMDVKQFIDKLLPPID
ZTA counter = blocks Epstein-Barr virus ZTA, an EBNA-1 counter-screen; actives 0.15% (n = 320,000); inhibition, % at 11 µM; AID 2234; ZTA-DNA binding, fluorescence polarization; in the data active = inhibition above about 33%
PAFAH1B3 FP inh = blocks human PAF acetylhydrolase 1B catalytic subunit 3; Q15102; recombinant PAFAH1B3, FP-rhodamine probe, fluorescence polarization; inhibition, % at 3.39 µM; actives 0.28% (n = 340,000);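 active = inhibition above the screen-wide average of all tested compounds plus 3 SD, cut at about 25% in these data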;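 note: 0% = enzyme with DMSO only and 100% = wells lacking PAFAH1B3 protein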
Target sequence (Q15102 whole entry, looked up): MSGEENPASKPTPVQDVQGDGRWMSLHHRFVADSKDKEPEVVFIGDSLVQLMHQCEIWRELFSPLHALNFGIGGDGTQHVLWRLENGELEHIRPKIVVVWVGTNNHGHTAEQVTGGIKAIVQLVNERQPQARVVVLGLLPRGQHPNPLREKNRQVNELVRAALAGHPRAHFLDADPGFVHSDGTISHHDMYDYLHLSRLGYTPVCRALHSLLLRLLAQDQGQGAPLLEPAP
* marks the source's active call; other numbers are inactive results; nt = not tested or not shown. A portion of the library, so the mix of outcomes need not match the whole.

1	O=C(CN1CCN(S(=O)(=O)c2ccc(Cl)cc2)CC1)Nc1ccc(F)cc1F
2	COc1cccc(CNC(=O)CCS(=O)(=O)c2ccccc2Cl)c1
3	O=C(CCl)Nc1cn(-c2ccccc2)nc1-c1ccc(F)cc1
4	Cc1cccc(NC(=O)COc2ccc3oc4c(c3c2)CCCC4)n1
5	Cc1cc(S(=O)(=O)Nc2ccc(F)cc2)c(C)s1
6	Cn1c2ccc(F)cc2c2ncn(Cc3ccccn3)c(=O)c21
7	O=C(Nc1ccccc1N1CCCC1)c1cccc(S(=O)(=O)N2CCOCC2)c1
8	CCOC(=O)CN1C(=O)C(=O)N(Cc2c(Cl)cccc2Cl)C1=O

assay / entry,1,2,3,4,5,6,7,8
LYPLA2 inh,1,-4,-6,-2,1,1,-3,-3
PAFAH2 FP inh,-2,6,-1,1,2,6,3,-4
pPAFAH FP inh,1,5,-3,-1,9,0,0,3
EBNA-1 inh,-7,nt,-5,1,12,14,-8,-10
PREPL inhibitor,-29,2,13,13,-6,2,13,-5
PAFAH1B2 FP inh,28*,6,1,2,1,2,8,14
LYPLA1 counter,-1,-2,-1,-3,-2,1,0,1
ZTA counter,6,-2,11,-5,1,13,2,-18
PAFAH1B3 FP inh,6,17,2,5,-7,9,3,7

9	O=C(COc1ccccc1F)NCc1nc2ccccc2[nH]1
10	CCN(CC)S(=O)(=O)c1ccc(OC)c(NC(=O)c2ccc(OC)c([N+](=O)[O-])c2)c1
11	O=c1[nH]c2ccsc2c(=O)n1-c1ccc(F)c(Cl)c1
12	CCCC/C(O)=C1\C(=O)CC(C)(C)CC1=Nc1ccc(OC)cc1
13	COCCn1cc(C(=O)NCCCN2CCC(C)CC2)c2c3ccccc3n(C)c2c1=O
14	CCOC(=O)N1CCN(C(=O)c2ccc(Cl)c(S(=O)(=O)N3CCCC3)c2)CC1
15	COc1ccc(/C=N/OCc2nc3c4c(ncn3n2)Oc2ccc3ccccc3c2C4c2ccccc2)cc1 (centres undefined)
16	CN(C)c1ccc(C(O)Cc2nc3ccccc3n2C)cc1 (centres undefined)

assay / entry,9,10,11,12,13,14,15,16
LYPLA2 inh,6,-4,6,0,2,16,7,0
PAFAH2 FP inh,4,-2,-4,5,1,-6,-4,-13
pPAFAH FP inh,1,9,5,4,4,3,2,5
EBNA-1 inh,3,-5,3,-5,2,6,1,15
PREPL inhibitor,2,2,4,3,8,-3,-4,-5
PAFAH1B2 FP inh,1,1,4,0,1,-1,1,1
LYPLA1 counter,2,0,5,2,0,3,6,-2
ZTA counter,9,-15,0,-3,-9,8,-27,15
PAFAH1B3 FP inh,-3,6,9,-1,4,-5,-1,0

17	CCC(CC)C(=O)NCCc1cc2cc(C)c(C)cc2[nH]c1=O
18	Cc1cc(C)c(C2C(C#N)=C(N)Oc3n[nH]c(C)c32)cc1CN1CCCC1 (centres undefined)
19	COc1cc(C)nc(NCc2ccccc2)n1
20	Cc1cc(SCC(=O)N2CCCC2)nc2ccccc12
21	O=C1c2ccccc2C(=O)N1CCSc1nnc(-c2ccco2)n1Cc1ccccc1
22	CCCCN(C(=O)CCC(=O)Nc1cc(C)on1)C(C(=O)NC(C)(C)CC)c1cccc(OC)c1OC (centres undefined)
23	Cn1cc(S(=O)(=O)NCc2ccc3c(c2)OCO3)c(C(F)(F)F)n1
24	CCCCOC(=O)n1c(=O)oc2ccccc21

assay / entry,17,18,19,20,21,22,23,24
LYPLA2 inh,-1,4,9,7,4,-2,1,2
PAFAH2 FP inh,-6,0,2,4,-3,-6,2,3
pPAFAH FP inh,-8,1,0,5,2,-2,4,5
EBNA-1 inh,-8,1,2,-4,10,4,1,5
PREPL inhibitor,3,0,-4,16,-7,8,6,0
PAFAH1B2 FP inh,5,0,0,8,5,-4,5,2
LYPLA1 counter,2,-2,0,2,2,-2,1,1
ZTA counter,-11,7,4,-25,-5,-5,-5,8
PAFAH1B3 FP inh,1,1,2,0,9,6,2,2

25	CSc1nc2c(c(=O)[nH]1)C(c1ccccc1)C1=C(CC(C)(C)CC1=O)N2 (centres undefined)
26	Cc1ccc2cc(CN(Cc3ccco3)C(=O)NCc3ccccc3)c(=O)[nH]c2c1C
27	COc1ccccc1N1CCN(C(=O)c2cccc(N3C(=O)C4C5C=CC(C5)C4C3=O)c2)CC1 (centres undefined)
28	Cc1noc(C)c1C(=O)Nc1sc(C)c(C)c1C#N
29	Cn1c(=O)[nH]c2ncn(C)c2c1=O
30	CCOc1nc(-c2ccccc2Cl)ccc1C#N
31	Cc1cc2[nH]c(=S)[nH]c2cc1C
32	COc1cc(NC(=O)c2ccc3c(SCC(=O)O)c4c(nc3c2)CCCC4)cc(OC)c1OC

assay / entry,25,26,27,28,29,30,31,32
LYPLA2 inh,-4,-6,1,-8,7,-2,2,-6
PAFAH2 FP inh,nt,6,-2,-5,8,0,-8,1
pPAFAH FP inh,-1,7,4,-1,-4,8,2,4
EBNA-1 inh,-8,-13,-6,-3,3,7,3,-2
PREPL inhibitor,0,0,-1,21,-1,-1,9,18
PAFAH1B2 FP inh,nt,6,2,-2,-6,0,2,3
LYPLA1 counter,1,-1,-2,-3,0,-3,-4,-8
ZTA counter,8,-10,-1,8,4,-7,1,-11
PAFAH1B3 FP inh,nt,-5,-1,-2,-1,4,-7,-5

Some of the entries so far, with two lines to a compound.
Second line of a record – LYPLA2 inh, PAFAH2 FP inh, pPAFAH FP inh, EBNA-1 inh, PREPL inhibitor, PAFAH1B2 FP inh, LYPLA1 counter, ZTA counter, PAFAH1B3 FP inh
8: CCOC(=O)CN1C(=O)C(=O)N(Cc2c(Cl)cccc2Cl)C1=O
  -3, -4, 3, -10, -5, 14, 1, -18, 7
9: O=C(COc1ccccc1F)NCc1nc2ccccc2[nH]1
  6, 4, 1, 3, 2, 1, 2, 9, -3
10: CCN(CC)S(=O)(=O)c1ccc(OC)c(NC(=O)c2ccc(OC)c([N+](=O)[O-])c2)c1
  -4, -2, 9, -5, 2, 1, 0, -15, 6
11: O=c1[nH]c2ccsc2c(=O)n1-c1ccc(F)c(Cl)c1
  6, -4, 5, 3, 4, 4, 5, 0, 9
12: CCCC/C(O)=C1\C(=O)CC(C)(C)CC1=Nc1ccc(OC)cc1
  0, 5, 4, -5, 3, 0, 2, -3, -1
13: COCCn1cc(C(=O)NCCCN2CCC(C)CC2)c2c3ccccc3n(C)c2c1=O
  2, 1, 4, 2, 8, 1, 0, -9, 4

The list goes on.
33	CCN(C(=O)CN(C)Cc1cccc(Cl)c1Cl)c1c(N)n(Cc2ccccc2)c(=O)[nH]c1=O
34	COc1ccc(NC(=O)N2CCN(C(=O)C3CCCO3)CC2)cc1 (centres undefined)
35	COCC(=O)N(C)CC1CCCN(CCc2ccccc2OC)C1 (centres undefined)
36	Cn1nnnc1SCC(=O)NC1CCCCC1
37	Cc1cc(=O)c2c(C)nn(-c3ccccc3)c2[nH]1
38	COc1ccc(NC(=O)CSCC(=O)Nc2ccc(S(=O)(=O)N3CCCCC3)cc2)cc1
39	O=C(NCC1(N2CCCCC2)CCCCC1)c1cccc(NS(=O)(=O)c2ccccc2)c1
40	Clc1ccccc1-c1nnn(Cc2ccc(-c3nn[nH]n3)cc2)n1

assay / entry,33,34,35,36,37,38,39,40
LYPLA2 inh,0,4,-6,-1,7,-2,-2,1
PAFAH2 FP inh,3,6,2,5,3,-1,4,-5
pPAFAH FP inh,1,4,2,1,1,3,2,-2
EBNA-1 inh,-1,-4,-9,-1,13,2,6,-2
PREPL inhibitor,-2,7,8,16,-3,4,-58,-3
PAFAH1B2 FP inh,4,2,-1,2,1,4,3,4
LYPLA1 counter,-1,-1,-2,0,2,-5,-2,0
ZTA counter,7,-7,0,5,0,-6,8,-3
PAFAH1B3 FP inh,1,2,2,10,-1,3,1,4

41	CC(=O)N1CCOc2ccc(S(=O)(=O)Nc3ncccc3C)cc21
42	O=C(Nc1ccc(Cl)cc1Cl)c1ccc(-c2ccccc2)cc1
43	CCOCCCNCc1ccc(OCC(=O)N2CCOCC2)c(OC)c1
44	O=C(Cn1cc([N+](=O)[O-])cn1)N1N=C(C(F)F)CC1(O)C(F)F (centres undefined)
45	CCc1nc(SCC(=O)Nc2ccccc2C(=O)OC)n[nH]1
46	Fc1ccccc1NC(=S)N/N=C/c1ccccc1Br
47	CCCc1n[nH]c(=O)[nH]1
48	COCc1cc(C)nc(SCc2ccc(F)cc2)c1C#N

assay / entry,41,42,43,44,45,46,47,48
LYPLA2 inh,-2,1,2,3,9,2,0,7
PAFAH2 FP inh,-1,-4,-1,-4,-14,2,8,5
pPAFAH FP inh,3,6,-3,0,5,7,3,3
EBNA-1 inh,-3,2,-4,4,2,9,-2,-4
PREPL inhibitor,10,-1,3,1,-4,6,-3,35
PAFAH1B2 FP inh,0,4,-1,-2,0,4,5,2
LYPLA1 counter,-1,2,1,-1,6,1,-2,2
ZTA counter,3,24,8,-5,-1,3,16,-5
PAFAH1B3 FP inh,-3,-4,2,-2,8,3,-1,5

49	COc1cc(Cl)c(C)cc1NC(=O)COC(=O)/C=C/c1c(C)nn(C2CCS(=O)(=O)C2)c1Cl (centres undefined)
50	Cc1cc(C(=O)COC(=O)CC2Sc3ccccc3NC2=O)c(C)n1-c1ccc2c(c1)OCO2 (centres undefined)
51	O=C(NCC1CCCO1)c1c(O)c2ccccc2[nH]c1=O (centres undefined)
52	CCOc1ccc(S(=O)(=O)NC(C)C(=O)NCc2ccc3c(c2)OCO3)cc1 (centres undefined)
53	Nc1c(NC(=O)CC[n+]2ccccc2)cccc1[N+](=O)[O-]
54	O=C1CCC(C(=O)N2CCC(CO)CC2)CN1Cc1ccc(Cl)cc1 (centres undefined)
55	COc1ccc(-c2csc(Nc3ccccn3)n2)cc1OC
56	CCOC(=O)[C@H]1[C@H]2COc3ccc(Cl)cc3[C@@H]2N2C(=O)CN(Cc3ccco3)C(=O)[C@@]12C

assay / entry,49,50,51,52,53,54,55,56
LYPLA2 inh,-4,-2,3,-9,-3,-2,-4,4
PAFAH2 FP inh,10,4,-6,12,-7,-3,-5,12
pPAFAH FP inh,2,20,3,-3,2,-3,10,-4
EBNA-1 inh,-4,3,-2,-9,-5,-2,0,nt
PREPL inhibitor,2,-5,-2,-4,19,3,6,18
PAFAH1B2 FP inh,4,1,5,10,-2,3,-1,5
LYPLA1 counter,-6,-6,-2,0,-4,-1,2,0
ZTA counter,6,-14,11,-4,-4,4,-4,-2
PAFAH1B3 FP inh,4,-10,-8,1,-1,14,7,-12

57	C=CCn1c(N2CCN(c3ccc(OC)cc3)CC2)nc2c1c(=O)[nH]c(=O)n2C
58	CCOC(=O)c1c(NC(=O)COc2ccccc2F)sc2c1CC(C)(C)NC2(C)C
59	COc1ccccc1N(CC(=O)N1CCc2ccccc2C1)S(C)(=O)=O
60	CCC(CO)Oc1cc(NCc2cccc(O)c2)c2ncn(C(C)C)c2c1 (centres undefined)
61	C=CCOc1ccc(/C=C2/C(=O)ON=C2C)cc1OC
62	CC(=O)Nc1ccc(NC(=O)C(=O)c2cn(CC(=O)N3CCCCC3)c3ccccc23)cc1
63	C=CCN1CC(c2nc3ccccc3n2Cc2ccccc2)CC1=O (centres undefined)
64	N#C/C(=C/c1ccco1)C(N)=S
65	COc1ccc(N)cc1-n1cnnn1

assay / entry,57,58,59,60,61,62,63,64,65
LYPLA2 inh,4,1,5,nt,0,2,3,11,4
PAFAH2 FP inh,-4,4,5,-2,2,-1,3,34*,7
pPAFAH FP inh,2,12,2,8,8,5,4,33*,-1
EBNA-1 inh,11,-3,2,nt,-12,5,7,10,8
PREPL inhibitor,49*,11,7,21,13,-6,5,20,-3
PAFAH1B2 FP inh,-3,0,7,1,0,1,4,14,6
LYPLA1 counter,4,1,2,nt,2,-2,-5,1,-3
ZTA counter,25,-13,-1,nt,-12,14,-4,5,12
PAFAH1B3 FP inh,7,0,-3,-2,13,-2,1,17,9
